# High-throughput results (PubChem)
# EBNA-1 inh = EBNA-1 DNA-binding inhibitors, primary screen, biochemical, fluorescence polarization | AID 1950, 2009 | 300,000 tested, 0.34% active | inhibition, % at 14.8 µM; in the data active = inhibition above about 28%
# PREPL inh = PREPL enzyme inhibitors, primary screen, biochemical, fluorescence polarization; recombinant PREPL, fluorescence polarization activity-based probe; inhibition, % at 5.96 µM; 320,000 tested, 0.68% active; in the data active = inhibition above about 43%;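 also: 0% = enzyme with DMSO and 100% = wells lacking enzyme; many of its hits are not listed in these tables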
# PAFAH1B2 FP inh = PAFAH1B2 enzyme inhibitors, primary screen, biochemical, fluorescence polarization, human | inhibition, % at 3.39 µM | AID 492953, 2010 | Platelet-activating factor acetylhydrolase IB subunit alpha2 (Homo sapiens), P68402 | recombinant PAFAH1B2, FP-rhodamine activity probe | 340,000 tested, 1.2% active;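 active = inhibition above the mean of all tested compounds plus 3 SD, cut at about 24% in these data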;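 also: 0% = enzyme with DMSO and 100% = wells lacking PAFAH1B2; many of its hits are not listed in these tables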
# Target sequence (P68402 whole entry, looked up): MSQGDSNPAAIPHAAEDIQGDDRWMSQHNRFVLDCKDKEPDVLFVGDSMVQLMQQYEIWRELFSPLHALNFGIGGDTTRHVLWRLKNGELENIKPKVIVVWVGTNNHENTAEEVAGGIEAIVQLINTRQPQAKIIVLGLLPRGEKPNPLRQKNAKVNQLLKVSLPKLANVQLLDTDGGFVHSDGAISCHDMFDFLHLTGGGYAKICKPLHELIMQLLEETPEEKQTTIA
# LYPLA2 counter = LYPLA2 inhibitors, primary screen, counter-screen for PME1 inhibitor project, biochemical, fluorescence polarization, FP-Rh probe ABPP. Acyl-protein thioesterase 2 (Homo sapiens), O95372. recombinant LYPLA2. inhibition, % at 5.9 µM. 320,000 tested, 0.38% active;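 active = inhibition above the screen-wide mean plus 3 SD, limit set per campaign, cut at about 26% in these data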;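 also: 0% = LYPLA2 with DMSO and 100% = wells lacking LYPLA2 enzyme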
# PAFAH1B3 FP inh = PAFAH1B3 enzyme inhibitors, primary screen, biochemical, fluorescence polarization, human | recombinant PAFAH1B3, FP-rhodamine probe | 340,000 tested, 0.28% active | AID 492972, 2010 | Platelet-activating factor acetylhydrolase IB subunit alpha1 (Homo sapiens), Q15102 | inhibition, % at 3.39 µM;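 active = inhibition above the screen-wide average of all tested compounds plus 3 SD, cut at about 25% in these data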;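 also: 0% = enzyme with DMSO only and 100% = wells lacking PAFAH1B3 protein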
# ZTA DNA inh = ZTA (EBV) inhibition in EBNA-1 counter-screen; P03206; ZTA-DNA binding, fluorescence polarization; inhibition, % at 11 µM; 320,000 tested, 0.15% active; in the data active = inhibition above about 33%
# Target sequence (P03206 whole entry, looked up): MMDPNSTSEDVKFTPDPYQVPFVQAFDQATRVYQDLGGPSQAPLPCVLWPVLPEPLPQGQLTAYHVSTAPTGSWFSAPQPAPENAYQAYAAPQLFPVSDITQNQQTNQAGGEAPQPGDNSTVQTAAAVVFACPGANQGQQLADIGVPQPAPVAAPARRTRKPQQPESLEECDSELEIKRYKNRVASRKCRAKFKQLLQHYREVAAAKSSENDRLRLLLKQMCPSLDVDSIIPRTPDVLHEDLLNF
# PAFAH2 FP inh = PAFAH2 enzyme inhibitors, primary screen, biochemical, fluorescence polarization, human. Platelet-activating factor acetylhydrolase 2, cytoplasmic (Homo sapiens), Q99487. recombinant PAFAH2, FP-rhodamine activity probe. inhibition, % at 3.39 µM. 340,000 tested, 0.99% active. AID 492956, 2010;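 active = inhibition above the mean over all tested compounds plus 3 SD, cut at about 30% in these data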;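 also: inhibitors block probe labeling of enzyme so polarization drops; 0% = enzyme with DMSO and 100% = wells lacking PAFAH2 protein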
# pPAFAH inh = pPAFAH enzyme inhibitors, primary screen, biochemical, fluorescence polarization, human; Platelet-activating factor acetylhydrolase (Homo sapiens), Q13093; recombinant pPAFAH, FP-rhodamine probe fluorescence polarization; 330,000 tested, 1.5% active; inhibition, % at 3.39 µM;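 active = inhibition above the mean inhibition across the screen plus 3 SD, cut at about 25% in these data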;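 also: inhibitors block binding of the rhodamine activity-based probe so polarization drops; 0% = enzyme with DMSO and 100% = wells lacking pPAFAH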
# Target sequence (Q13093 whole entry, looked up): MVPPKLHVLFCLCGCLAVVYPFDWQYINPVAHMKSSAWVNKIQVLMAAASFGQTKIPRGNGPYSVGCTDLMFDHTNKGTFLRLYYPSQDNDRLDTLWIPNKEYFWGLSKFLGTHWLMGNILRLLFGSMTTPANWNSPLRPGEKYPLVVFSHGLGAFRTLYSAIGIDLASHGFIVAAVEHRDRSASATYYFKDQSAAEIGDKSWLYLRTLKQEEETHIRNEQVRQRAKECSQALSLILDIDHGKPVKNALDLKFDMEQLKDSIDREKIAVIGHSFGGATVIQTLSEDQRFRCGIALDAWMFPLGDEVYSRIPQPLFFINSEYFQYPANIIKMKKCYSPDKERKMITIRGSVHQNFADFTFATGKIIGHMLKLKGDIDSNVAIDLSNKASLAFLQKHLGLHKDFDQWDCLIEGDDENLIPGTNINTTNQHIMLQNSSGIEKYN
# LYPLA1 counter = LYPLA1 inhibitors, primary screen, counter-screen for PME1 inhibitor project, biochemical, fluorescence polarization, FP-Rh probe ABPP. Acyl-protein thioesterase 1 (Homo sapiens), O75608. recombinant LYPLA1. inhibition, % at 5.9 µM. 320,000 tested, 0.16% active. AID 2174, 2009;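 active = inhibition above the mean of all tested compounds plus 3 SD, set per campaign, cut at about 14% in these data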;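 also: inhibitors block serine hydrolase probe labeling of LYPLA1 so polarization falls; 0% = enzyme with DMSO and 100% = wells lacking LYPLA1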
# * = called active by the depositor; . = not tested or not shown; & = joins results of further samples. An excerpt; rates above refer to the full screens.
Molecule	PAFAH2 FP inh	LYPLA1 counter	ZTA DNA inh	PAFAH1B3 FP inh	EBNA-1 inh	PAFAH1B2 FP inh	PREPL inh	LYPLA2 counter	pPAFAH inh
O=C(NCCCN1CCCC1)c1ccc2c(c1)N(Cc1ccccc1F)C(=O)c1ccccc1S2(=O)=O	5	-1	0	-4	-8	1	-5	-3	1
Cc1ccccc1NC(=S)N(Cc1ccco1)C(C)c1ccccn1 (centres undefined)	3	-2	7	-2	10	1	0	2	1
COc1ccc(-c2noc(CSc3nc4sc(C)c(C)c4c(=O)n3-c3ccccc3)n2)cc1OC	3	-2	7	-3	3	-6	4	0	3
CC(C)(C)C(=O)Cn1c(=N)n(Cc2ccccc2)c2ccccc21	-4	-3	-5	0	-3	-2	12	12	3
COc1ccc(OC)c(/C=C2\N=C(c3ccccc3)OC2=O)c1	5	0	-13	16	-3	7	-8	-2	2
Cc1c(CC(=O)N2CCN(C(=O)C3COc4ccccc4O3)CC2)c(=O)oc2cc(O)cc(O)c12 (centres undefined)	8	-3	4	15	10	7	7	4	14
CCOC(=O)C(NC(=O)CC)C(O)c1cccc([N+](=O)[O-])c1 (centres undefined)	1	-1	-6	0	-1	0	4	0	3
CCOc1ccc(NC(=S)NC(=O)c2ccco2)cc1	-6	-3	-14	7	-20	4	1	0	-4
CCc1ccc(N(CC(=O)N2CCCCCC2)S(C)(=O)=O)cc1	0	1	-2	10	5	5	2	2	0
O=C(CC1CCC1)NC(c1ccccc1)c1ccccc1	4	-2	-6	2	8	5	1	2	1
O=C(c1ccccc1SCc1ccccc1)N1CCCCCC1	3	6	-29	7	-8	6	22	9	5
CNC(=S)N(CCN(C)C)Cc1cc2cc3c(cc2[nH]c1=O)OCO3	2	-1	-10	7	-3	7	7	0	3
NCCCCCc1nnc(SCc2cccc(Cl)c2)o1	-5	-4	8	8	4	0	10	5	1
COc1ccccc1NS(=O)(=O)c1ccc2oc(SCc3ccc(C#N)cc3)nc2c1	-2	-5	-10	4	3	17	12	-7	3
O=c1cc(-c2ccccc2)[nH]c2cc(Cl)ccc12	-9	-3	-3	3	0	-5	13	-4	-1
O=C(O)CSc1c(-c2ccccc2)[nH]c2ccccc12	8	-2	2	7	-4	3	10	5	-1
N#Cc1c(-c2ccc(Cl)cc2)c(C#N)c(=O)n(N)c1N	-7	-3	11	-1	-2	1	0	1	2
CC(C)(C)c1nc(NCC2CCCO2)c2nnn(Cc3ccccc3)c2n1 (centres undefined)	-10	3	-12	3	-2	5	3	5	7
ON=C1CCN(c2ncc(C(F)(F)F)cc2Cl)CC1	1	-1	-2	6	4	0	-12	-2	1
Cc1ccccc1P(=O)(CO)c1ccccc1C	3	1	10	2	-4	0	15	-1	-3
COCCCNC(=O)c1cc(C)nc2ccc(F)cc12	1	3	2	2	0	6	7	4	3
Nc1c(-c2ccc(F)cc2)cnc2ncnn12	-4	-3	0	4	-5	2	11	-8	2
CC(C)(C)n1nc2c(c1NC(=O)COc1ccc(Cl)cc1)CS(=O)(=O)C2	2	-2	1	8	-3	8	13	-1	-1
OC(COc1ccc2c(c1)CCC2)CN1CCN(c2cccc(Cl)c2)CC1 (centres undefined)	-6	8	-19	7	-17	1	19	20	8
COc1cc(NC(=O)c2nccnc2N)cc(C(=O)Nc2cccc(C(F)(F)F)c2)c1	-14	-45	14	4	8	-14	-2	-92	-21
Cc1ccc(S(=O)(=O)NCCCN2CCCC2)cc1	6	0	19	4	12	7	1	1	1
CCOc1ccc(-n2nnnc2-c2nc3ccccc3s2)cc1	-8	-3	-1	5	-9	-2	9	-6	-6
Cc1ccc(N(C(=O)C2CCCC2)C2C=CS(=O)(=O)C2)cc1 (centres undefined)	-2	2	-2	2	1	-2	-14	3	3
COCCCN1C(=O)CS/C1=N\S(=O)(=O)c1ccccc1	0	-1	-2	2	-8	5	-7	1	6
CSCC(=O)N1CCCC(N2CCN(c3ccc(F)cc3)CC2)C1 (centres undefined)	3	0	3	1	0	6	-7	2	2
COc1cc2c(cc1OC)CN(CC(=O)Nc1ccccc1C(=O)NCc1ccccc1)CC2	-2	4	7	-5	0	4	-8	1	4
COc1cccc(C(=O)NCCCn2ccnc2)c1	-7	-2	-4	1	13	1	0	6	4
CC(=O)NC(=S)Nc1ccc2oc(=O)ccc2c1	3	-1	3	2	8	-1	0	-1	5
CCc1ccc(NC(=O)CS(=O)CC(=O)N2CCN(c3ccccc3F)CC2)cc1 (centres undefined)	15	2	-8	0	-1	7	-2	-3	3
C1=C(c2sc3ccccc3c2-c2ccc(OCCN3CCOCC3)cc2)CCCC1	4	.	.	-1	.	2	-1	.	8
Cc1cccc(NC(=O)CCn2c(=O)oc3ccccc32)c1	12	-1	3	11	1	-3	1	-3	0
COc1ccccc1-c1nnc(SCC(=O)N2CC(C)CC(C)C2)o1 (centres undefined)	-3	5	2	2	-13	2	-30	6	7
CN(C)c1ccc(C(=O)c2ccc(N(C)C)c(N)c2)cc1N	9	0	-1	8	-2	5	4	-2	4
O=C(C/C=N/OCc1ccc(F)cc1Cl)c1cnc(-c2ccccc2)s1	1	-2	-12	0	0	-3	-21	-1	4
O=c1ccc2c(o1)/C(=C/C=C(Cl)Cl)CCC2	9	1	-13	-8	-11	-4	1	0	4
N#Cc1ccc(N=c2ssnc2Cl)cc1	-4&8	-2&-4	6&26	19&5	3	9&4	-2&-11	-5&-12	1&2
Cc1ccccc1NC(=O)Cn1c(=O)n(CC2CCCO2)c(=O)c2ccccc21 (centres undefined)	1	2	-1	-1	5	3	11	6	-1
CCOc1ccc(CCNC(=O)c2[nH]c(C)c(C(C)=O)c2CC)cc1OCC	-4	-6	-17	9	1	2	10	-3	2
CC1CCCCN1S(=O)(=O)c1ccc2[nH]c(=O)cc(C(=O)NCCCN3CCCCCC3)c2c1 (centres undefined)	5	-2	7	4	2	3	-3	-9	1
COc1ccc(OC)c(NC(=O)c2cc3oc4ccccc4c3cc2O)c1	-6	0	-17	3	14	7	12	8	4
O=C(CN1CCN(c2ccccc2F)CC1)N1N=CCC1c1ccccc1 (centres undefined)	-7	0	10	9	4	15	0	-5	1
CCC(C(=O)OCC(=O)Nc1ccc2[nH]c(=O)[nH]c2c1)c1ccccc1 (centres undefined)	-5	5	6	-1	-3	14	-12	3	7
COc1cccc(-c2nnc(SCc3ccc(C#N)cc3)n2Cc2ccco2)c1	3	0	-9	3	-1	6	-8	4	3
CCN(CC)S(=O)(=O)c1ccc(N2CCOCC2)c(NC(=O)c2ccc(NC(C)=O)cc2)c1	3	-2	-9	9	-2	7	4	8	4
O=C(N/N=C/c1cnc(N2CCOCC2)s1)c1ccccc1	1	-4	5	-13	-3	1	10	-6	-4

# 3 compounds out of the list above, arranged by their value in EBNA-1 inh, falling.
Structure	PAFAH2 FP inh	PAFAH1B3 FP inh	EBNA-1 inh	PAFAH1B2 FP inh	PREPL inh	pPAFAH inh
O=C(CC1CCC1)NC(c1ccccc1)c1ccccc1	4	2	8	5	1	1
CNC(=S)N(CCN(C)C)Cc1cc2cc3c(cc2[nH]c1=O)OCO3	2	7	-3	7	7	3
Nc1c(-c2ccc(F)cc2)cnc2ncnn12	-4	4	-5	2	11	2

# New compounds follow
Molecule	PAFAH2 FP inh	LYPLA1 counter	ZTA DNA inh	PAFAH1B3 FP inh	EBNA-1 inh	PAFAH1B2 FP inh	PREPL inh	LYPLA2 counter	pPAFAH inh
COC(=O)c1ccc(CS(=O)(=O)c2ccc(C)cc2)cc1	1	1	6	2	3	5	-13	1	4
O=C(CNCC1CCCO1)Nc1ccc([N+](=O)[O-])cc1C(=O)Nc1ccccc1F (centres undefined)	3	1	8	7	4	-1	10	-7	4
O=C(Nc1ncc2c(n1)-c1ccccc1CC2)c1cccc(Cl)c1	1	-3	17	2	5	5	-15	-1	1
CCCCOc1ccc(C(=O)O)cc1	-3	5	-1	10	4	1	-1	7	5
CS(=O)(=O)N1N=C(c2cccs2)CC1c1ccc(Cl)o1 (centres undefined)	9	-1	-35	3	-8	3	12	2	-3
COc1ccc(-c2nc3c(c(SCC(=O)N4CCOCC4)n2)Cc2c(CO)cnc(C)c2O3)cc1	-11	-2	-3	2	-13	8	-2	-2	-3
O=C(Nc1cccnc1)C1CCN(S(=O)(=O)c2cccc3nonc23)CC1	9	0	-8	-3	1	1	9	8	2
CCCn1c(SCC(=O)Nc2nccs2)nnc1-c1cccnc1	1	3	-13	1	-18	2	5	-3	-6
Cc1csc(NC(=O)CSC2=NCCS2)n1	0	-3	1	2	-1	-4	21	1	0
Cn1c(=O)c2[nH]c(N3CCN(c4cccc(O)c4)CC3)nc2n(C)c1=O	3	-3	-11	9	-1	7	15	-2	2
O=c1[nH]c(SCc2nc3ccccc3c(=O)n2-c2ccccc2C(F)(F)F)nc2ccccc12	2	-2	10	5	5	4	-7	-1	-3
CCc1ccc(C2CC(=O)NC(SCC(=O)OC(C)C)=C2C#N)cc1 (centres undefined)	-4	5	0	6	12	4	-2	10	-2
CC(C)CCNC(=O)NC(=O)CSc1nnc2ccccn12	6	3	-2	8	-3	-2	-4	-5	2
CC(=O)NC1C(OCCOc2ccc(Cl)cc2Cl)OC(COC(C)=O)C(OC(C)=O)C1OC(C)=O (centres undefined)	5	-1	21	9	-11	0	10	-6	-6
Cc1cc(C(=O)CN2C(=O)C(=O)N(C)C2=O)c(C)n1-c1cccc(S(=O)(=O)N2CCOCC2)c1	-8	-1	-7	1	-9	-1	-1	2	-1
COc1cccc(CNC(=O)CC2C(=O)NCCN2Cc2ccoc2)c1OC (centres undefined)	4	-1	14	9	6	8	-1	0	2
COC(=O)C1=C(C(=O)OC)C2C(C)=CC(C)=CN2C(C(=O)OC)=C1C(=O)OC (centres undefined)	9	3	-7	10	-5	1	3	-2	-6
CCN(CC(=O)NCc1ccc(Cl)cc1)C(=O)COc1ccc(C)cc1C	-6	2	-5	8	-1	2	-8	3	9
O=C(CCC(=O)N1CCN(c2ccc(O)cc2)CC1)c1cccs1	24	3	-15	1	-4	5	15	4	8
CC1CCN(C(=O)c2ccc(N3C(=O)c4ccccc4C3=O)cc2)CC1	1	1	-7	7	-4	4	-4	2	-4
CCCNC(=O)N1CCC(n2nccc2NC(=O)CCOc2ccccc2)CC1	-2	1	-7	3	-4	2	-3	-10	-5
COC(=O)/C=C1\S/C(=N/N=C/c2ccc(Cl)cc2)NC1=O	11	4	6	2	-5	-5	9	-2	2
Cc1ccc(/C=C(\NC(=O)c2ccc(C)cc2)C(=O)NCCCn2ccnc2)cc1	5	1	-6	10	1	2	8	-1	5
CCn1c(NC(=O)c2ccccc2)nc2ccccc21	.	-4	11	.	1	.	-1	-3	8
CCc1ccc(C(=O)CSc2nc(N)cc(=O)[nH]2)cc1	4	-4	4	1	-2	6	-6	0	8
